Compound activity from PubChem BioAssay.
Anthrax LF inh2 = inhibitors of Bacillus anthracis lethal factor protease; P15917; multiplex microsphere protease cleavage assay, LF; inhibition, % at 10 µM; hit rate 0.12% among 360,000; AID 588501; note: plate controls were buffer without enzyme for full effect and enzyme alone for no effect
Target sequence (P15917 whole entry, looked up): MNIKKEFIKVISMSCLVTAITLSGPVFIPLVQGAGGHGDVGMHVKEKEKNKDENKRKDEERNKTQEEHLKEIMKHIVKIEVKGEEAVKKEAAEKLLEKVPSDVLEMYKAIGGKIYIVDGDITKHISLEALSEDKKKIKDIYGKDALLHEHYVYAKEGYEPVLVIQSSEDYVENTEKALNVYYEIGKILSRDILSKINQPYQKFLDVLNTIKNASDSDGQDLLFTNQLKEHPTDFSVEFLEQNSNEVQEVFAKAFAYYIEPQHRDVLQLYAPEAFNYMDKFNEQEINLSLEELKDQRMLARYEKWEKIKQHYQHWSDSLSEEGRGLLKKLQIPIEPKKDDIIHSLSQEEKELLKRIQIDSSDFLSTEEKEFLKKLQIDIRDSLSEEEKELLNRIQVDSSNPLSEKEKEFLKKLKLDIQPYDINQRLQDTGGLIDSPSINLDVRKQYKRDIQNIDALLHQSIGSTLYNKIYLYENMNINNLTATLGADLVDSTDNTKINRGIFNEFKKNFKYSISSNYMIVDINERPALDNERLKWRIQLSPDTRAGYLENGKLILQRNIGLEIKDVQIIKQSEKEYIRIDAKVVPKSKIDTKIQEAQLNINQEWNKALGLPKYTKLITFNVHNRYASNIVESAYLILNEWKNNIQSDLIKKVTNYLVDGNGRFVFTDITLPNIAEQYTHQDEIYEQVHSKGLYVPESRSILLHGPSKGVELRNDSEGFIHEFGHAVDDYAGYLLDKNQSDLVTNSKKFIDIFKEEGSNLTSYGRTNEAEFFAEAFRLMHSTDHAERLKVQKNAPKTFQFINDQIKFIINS
BoNT-A LC inh2 = inhibitors of Botulinum neurotoxin A light chain protease. multiplex microsphere protease substrate cleavage, flow cytometry. inhibition, % at 10 µM. hit rate 0.17% among 360,000. AID 588499; note: plate controls were buffer without enzyme for full effect and enzyme alone for no effect
Y pestis TopoI = blocks Yersinia pestis topoisomerase I activity; Y. pestis Topo-I cleavage product accumulation, plate reader; activity, % at 10 µM; hit rate 0.064% among 360,000; in the data active = activity above about 50%, passing the limit was not always enough; inconclusive = no clear call, values can overlap the other calls; note: inactives centre near 2
SARS 3CLpro inh = SARS-CoV 3CLpro protease inhibition. inhibition, % at 6 µM. hit rate 0.14% among 290,000. AID 1706. recombinant SARS-CoV 3CLpro, quenched FRET peptide cleavage; in the data active = inhibition above about 12%
BH1578 lux ind = inducers of Vibrio cholerae quorum light production without autoinducers; V. cholerae BH1578 lux reporter, luminescence, 6 h; activation, % at 18.7 µM; hit rate 0.16% among 350,000; AID 588436; in the data active = activation mostly above about 9.7%, no sharp cut-off; inconclusive = no clear call, values can overlap the other calls; inactive = mostly below about 3.7%; note: not every result past the cut was called active; inactives centre near 0; reference of the scale not given here
PfHsp40 yeast = rescue of PfHsp40-mediated yeast toxicity. growth rescue, % at 12.5 µM. hit rate 0.68% among 340,000. S. cerevisiae expressing PfHsp40, growth rescue, ATP luminescence; in the data active = growth rescue above about 28%, passing the limit was not always enough; inconclusive = no clear call, values can overlap the other calls;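 note: yeast W303a lacking pdr1 and pdr3 grown in galactose medium; growth measured after three days at 30 °C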
PriA SSB inh = inhibitors of Klebsiella pneumoniae PriA binding to SSB C-terminal tail; inhibition, % at 33 µM; hit rate 0.6% among 430,000; AlphaScreen SSBct-PriA binding, biotinylated peptide; in the data active = inhibition mostly above about 37%, no sharp cut-off; inactive = mostly below about 20%;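 note: plate controls were negative control peptide for no effect and reference peptide for full effect; strong numbers were not always called active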
PrPC TRFRET = inhibitors of human cell surface prion protein PrPC; P04156; TR-FRET read-out; inhibition, % at 13.8 µM; hit rate 0.43% among 370,000; in the data active = inhibition above about 24%; note: 0% = median of the test wells and 100% = reference compound wells
TcdB inh = TcdB glycohydrolase inhibition. TcdB glycohydrolase enzymatic assay, plate reader. P18177. AID 652162. hit rate 0.24% among 350,000. inhibition, % at 9.99 µM; in the data active = inhibition above about 10%
* marks the source's active call; other numbers are inactive results; i = inactive; u = inconclusive; x = not tested or not shown; + = active, no number; & = joins results of further samples. Cut-off read from the data, not from the text of the source, unless noted: active = inhibition above about 30%; inconclusive = no clear call, values can overlap the other calls; inactive = below that. Only part of the results is shown. The share of hits here may be higher or lower than overall.

SMILES	Anthrax LF inh2	BoNT-A LC inh2	Y pestis TopoI	SARS 3CLpro inh	BH1578 lux ind	PfHsp40 yeast	PriA SSB inh	PrPC TRFRET	TcdB inh
CCNCCNC(=O)c1c(O)c2ccccc2n(CC)c1=O	0	-1.1	-8	0	-6.2	0.0	-3	1	x
CC(c1ccccc1)C1CC(=O)N(Cc2ccccc2)C1=O (stereo not drawn)	-1	-0.6	-4	5	-0.2	-0.5	-14	-2	-1.0
CC(=O)c1cccc(NC(=O)CSc2nc(C3CC3)nc3ccccc23)c1	1	-2.7	25	0	-0.3	-1.2	-16	17	-0.7
Cc1ccc(NC(=O)CSc2nnc(C(F)(F)F)n2C)cc1[N+](=O)[O-]	-1	0.1	1	2	i	22	8	-7	x
N/C(Cc1ccc([N+](=O)[O-])cc1)=N\OC(=O)c1ccco1	-2	-0.1	4	2	i	-0.5	x	-5	1.9
CCNC(=S)Nc1cccc(S(=O)(=O)NC2=NCCC2)c1	-10	-0.2	4	-2	i	-1.1	3	5	1.8
COc1ccc(/C=N/NC(=O)c2cccc(Br)c2)cc1CN1CCOCC1	-4	u	-8	8	i	0.9	i	1	0.1
CC(=O)Nc1ccc(S(=O)(=O)Nc2ccc(C(=O)NCC(=O)O)cc2)cc1	-7	-1.7	-6	0	0.4	-0.4	-8	-7	-1.0
COc1ccc(CNC(=O)CCCSc2ccccc2)cc1	7	-2.0	15	-4	-0.2	0.2	-3	2	1.0
Cc1cccc(C)c1OCC(=O)OCC(=O)c1ccc2c(c1)NC(=O)CO2	4	1.0	1	7	-0.2	1.1	-8	-1	1.1
Cc1cc(F)ccc1S(=O)(=O)Nc1ncnc2sccc12	-1	-0.8	17	-1	-0.2	-0.3	2	-2	0.1
Cc1occc1-c1nnc(SC(C)C(=O)Nc2ccccc2F)o1 (stereo not drawn)	2	0.7	0	x	-1.1	0.0	-6	2	1.1
Cc1ccc(C)c(NC(=O)c2oc(=O)c3ccccc3c2-c2ccccc2)c1	0	-0.1	1	4	i	0.5	-19	-3	x
C=CCN1CCN(Cc2cnc(Cl)s2)CC1	-2	0.2	-4	2	-0.8	-0.6	-4	-4	x
COc1ccc(OC)c(NC(=O)NC2CCCc3ccccc32)c1 (stereo not drawn)	x	x	-8	1	i	-0.8	-1	-4	1.1
Cc1cc(C)c(C#N)c(Sc2nnnn2-c2ccccc2)n1	5	-0.3	-9	-6	-0.4	-0.2	3	-1	2.0
CCC(C)[C@H](NC(=O)N1CCn2c1nc1ccccc12)C(=O)NCc1ccccc1 (stereo partly drawn)	0	1.2	21	2	-1.8	-0.9	-1	2	-1.1
O=C(/C=C/c1cccnc1)c1cccc(O)c1	-4	-0.2	8	-3	-0.5	-1.8	-1	5	0.9
CNS(=O)(=O)c1ccc(NC(=O)c2cnn3c(C(F)F)cc(-c4ccccc4)nc23)cc1	-2	-1.6	5	-2	-0.9	-0.2	-7	1	0.2
CC1(C)CC2(C)OC(=N)C1(C#N)C2(C#N)C#N (stereo not drawn)	1	-1.1	2	-2	-0.4	-1.1	-6	-4	1.8
C=CCC[C@H](Cc1ccc(F)cc1)C(=O)OC[C@H](Cc1c[nH]c2ccccc12)NC(=O)[C@H](CC=C)CC(=O)N(CCO)Cc1ccccc1	-4	0.3	25	x	-0.9	0.8	5	2	0.2
Cc1ccccc1C(=O)Nn1cnnc1	6	-2.5	3	3	-0.3	-1.2	-8	-8	1.0
CCN(CC)c1ccc(NC(=O)c2cccc(C)c2OC)c(C)c1	-3	-0.8	35	-8	-0.3	1.3	45	9	x
NC(=O)CSc1nc2cc([N+](=O)[O-])ccc2n1-c1cccc(C(F)(F)F)c1	2	3.9	-3	4	-0.5	0.4	-1	-11	2.0
CC(C)n1ncc2c(C(=O)N3CCN(Cc4ccc(Cl)s4)CC3)cc(C3CC3)nc21	7	-0.3	32	x	1.6	-1.3	5	4	2.3
SMILES	Anthrax LF inh2	BoNT-A LC inh2	Y pestis TopoI	SARS 3CLpro inh	BH1578 lux ind	PfHsp40 yeast	PriA SSB inh	PrPC TRFRET	TcdB inh
S=C(c1ccc(-c2ccccc2Cl)o1)N1CCCCC1	-1	0.6	17	27*	0.7	4.3	21	-2	x
COc1ccc(OC)c(/C=N/c2c(-c3ccc(O)c(OC)c3)nc3ccccn23)c1	2	0.0	-1	-5	-0.3	-0.6	x	-9	2.4
COc1ccc(-c2nc(C#N)c(NCCCn3ccnc3)o2)cc1OC	-28	-2.1	-1	2	-0.3	2.4	3	4	x
COc1ccc(Cc2nc3ccc(C(=O)NC(C)C)cc3o2)cc1	-2	-1.0	5	-1	-0.3	1.5	-7	3	-8.4
CCOCCCNC(=O)c1ccc(CN2CCc3ccccc3C2)cc1	-5	-0.1	18	x	i	x	x	3	0.2
O=C(CSc1nc2[nH]c(=O)cc(O)c2s1)Nc1cccc(Br)c1	-1	-1.1	-4	x	-0.3	-0.6	0	1	1.1
Cc1cc(=O)oc2cc(OCC(=O)N3CCCC3)ccc12	-4	0.5	-1	x	-0.7	-1.4	1	-6	0.6
O=S(=O)(N/N=C/c1ccc2c(c1)OCCO2)c1ccccc1	-1	-0.1	2	1	i	-0.6	x	5	x
COC(=O)c1ccc(NC2(C#N)C(=O)Nc3ccccc32)cc1 (stereo not drawn)	-4	-0.3	7	6	i	0.8	-7	-1	x
CC(C)(C)CC(=O)NC(=S)Nc1ccccc1C(F)(F)F	-1	-2.6	-2	1	-0.2	5.8	-8	6	x
C/C(=N\NC(=O)c1ccc(F)cc1)c1ccc(N2CCOCC2)cc1	0	0.3	1	-1	-0.2	-0.1	x	8	0.1
Cc1ccc(C(=O)O)cc1N1C(=O)c2cccc3cc(Br)cc(c23)C1=O	3	-0.1	-6	3	i	-0.9	-7	-33	x
COc1ccc2c(c1)CCCN2C(N)=O	2	u	-13	-2	4.4	-0.8	-11	2	0.9
O=C(CSc1cccc[n+]1[O-])N1CCCCCC1	-3	-0.2	10	1	2.0	1.4	-14	-3	0.5
O=C(CN1CCN(c2ccccc2F)CC1)c1ccc(O)cc1O	1	3.2	-12	0	-2.4	-1.6	2	9	-0.1
COc1cc(NC(=O)c2cc([N+](=O)[O-])ccc2NC(=O)CNC2CCCCC2)cc(OC)c1	-1	0.2	-4	4	-0.5	-0.1	8	2	-10
Cc1csc(NC(=O)C(F)(F)F)n1	-5	-0.8	2	2	-0.2	5.6	9	6	0.0
Cn1c2c(c(=O)[nH]c1=O)C(c1ccc(O)cc1)C1=C(N2)c2ccccc2C1=O (stereo not drawn)	-6	-0.1	-4	4	25*	8.2	11	-23	-1.6
Cc1cccc(NC(=O)c2cc([N+](=O)[O-])ccc2NC2CCCCC2)c1	0	2.5	8	-8	-2.6	1.5	-2	-2	x
Nc1c2c(nc3sc4c(c13)CCCC4)CCCCC2	-1	-0.1	-2	6	2.8	1.4	9	-2	x
CCc1nnc(NC(=O)CSc2nnc(-c3ccccc3NC(=O)c3ccccc3)o2)s1	-4	-1.4	3	0	i	0.4	-4	-7	x
COC(=O)c1ccc(OCc2nc(N)nc(N3CCOCC3)n2)cc1	1	-0.8	10	-8	-0.3	-0.5	-8	-1	x
CCOc1ccc2nc(NCCCNS(=O)(=O)c3ccccc3)c(C#N)cc2c1	-4	6.4	27	-5	-0.3	-0.1	-22	-9	x
Cc1ccc(NC(=O)CC(N)=S)cc1	-7	0.0	-2	1	-0.4	-0.1	-3	3	0.3
COc1ccc(OCC(=O)Nc2nnc(C)s2)cc1	0	-0.4	-2	2	i	0.5	-1	5	x
SMILES	Anthrax LF inh2	BoNT-A LC inh2	Y pestis TopoI	SARS 3CLpro inh	BH1578 lux ind	PfHsp40 yeast	PriA SSB inh	PrPC TRFRET	TcdB inh
COc1ccccc1-n1c(=O)c2c3c(sc2n2c(=S)[nH]nc12)CCC3	-3	-0.2	11	4	-2.3	-2.4	4	9	2.9
CC1(C(=O)NCCC#N)CCN1C(=O)Cc1ccc(-c2ccccc2)cc1 (stereo not drawn)	-11	-0.3	-5	x	-0.4	x	x	1	1.8
CCc1nnc(NC(=O)c2ccc(S(=O)(=O)N(C)c3ccccc3)cc2)o1	-3	-1.2	3	2	0.0	0.5	0&1	1	0.9
Cc1cc2nc3c(=O)n(C4CCCCC4)c(=O)[nH]c3nc2cc1N	1	13	5	5	i	0.6	0	-10	x
C1CC1Cc1noc(CN2CCN(CC3CC3)CC2)n1	3	0.1	7	4	i	-1.0	-4	-4	-0.3
N#CCCN/N=C(\Cc1nc2ccccc2[nH]1)c1ccccc1	2	3.4	8	1	-0.2	0.2	x	-8	x
Cc1ccc(NCc2nnc(SCC(=O)c3ccccc3)n2Cc2ccco2)c(C)c1	-5	0.7	4	6	1.7	-0.7	6	-2	x
O=C(COC(=O)c1ccc(Cl)nc1)Nc1cc(S(=O)(=O)N2CCCCC2)ccc1Cl	-2	-0.8	17	1	-0.3	173*	-5	7	0.1
CCN(CC)CCn1c(NC(=O)c2ccc(Cl)cc2)nc2ccccc21	-2	0.6	-4	2	5.4	u	-9	4	1.1
Cc1cc(Nc2ccc(C)c(Cl)c2)nc(N2CCOCC2)n1	3	0.2	0	2	i	x	-8	-7	3.4
O=C(O)c1cccc2cccc(-c3c4ccc(=O)c(O)c-4oc4c(O)c(O)ccc34)c12	-19	-2.9	-40	x	i	4.5	6	-1	2.1
Cc1cc(C)nc(SCCc2ccncc2)n1	1	1.1	7	1	-0.3	-2.0	-7	3	x
COc1ccc(NC(=O)Nc2ccc3nc(C)c(C)nc3c2)cc1	-3	0.8	-8	-6	6.3	-1.5	-15	0	x
CC1CC(C)CN(C(=O)c2ccc3ncsc3c2)C1 (stereo not drawn)	2	0.7	-2	x	1.3	0.5	-12	4	0.1
CC(=O)N/C(=C\c1cccs1)C(=O)O	-12	0.2	-1	6	-1.5	0.0	-2	-1	0.4
CC(C)(C)c1ccc(Cn2nnc3c(=O)[nH]c(C4CCCN(C(=O)c5ccco5)C4)nc32)cc1 (stereo not drawn)	13	0.0	38	-2	-0.3	3.2	3	-8	1.0
Cc1cc(C)cc(Oc2ncnc3c2ncn3Cc2c(Cl)cccc2Cl)c1	-3	-1.0	32	0	i	-0.8	3	0	x
O=C(O)c1ccc2c3n(nc2c1)-c1ccc(Cl)cc1CO3	x	x	x	1	x	x	5	-7	-2.5
CC(C)(C)OC(=O)N1CCC(C(=O)Nc2cccc(C(=O)N3CCCC3)c2)CC1	2	-0.6	13	x	i	0.3	-15	3	-2.0
O=C(O)c1ccc(N2C(=O)c3cccc(Oc4ccc(Cl)cc4)c3C2=O)cc1	1	-0.6	6	6	i	0.4	-2	2	0.3
Cc1ccc(C(=O)OCC(=O)NC2CCCC2)cc1C	6	-0.8	0	2	+	1.3	-3	-8	0.6
O=C(c1cc(-c2ccc(O)cc2)on1)N1CCc2ccccc2C1	-5	0.1	14	0	-0.2	7.9	-4	6	-0.3
O=C(Nc1ccc(NC(=O)c2ccccc2Cl)cc1)c1cccnc1	-1	0.4	3	7	i	-0.3	-5	4	0.7
Cc1ccc(-c2nn(C)c(=O)c3ccccc23)cc1CNC(=O)/C=C/c1ccccc1	-12	-0.8	18	1	-1.6	-0.8	8	6	x
CCN1C(=O)CC(NNC(=O)c2ccccc2)C1=O (stereo not drawn)	x	x	3	-1	-0.7	-0.5	0	8	-6.1
CCOc1ccccc1N1CCN(C(=S)Nc2ccc(S(=O)(=O)Nc3ncccn3)cc2)CC1	-2	0.9	4	4	-0.1	0.1	-1	-1	0.6
O=C(/C=C/c1ccccc1[N+](=O)[O-])Nc1cccnc1	0	-0.2	-9	0	-1.7	0.0	6	-22	0.2

3 compounds drawn at random from those above:
SMILES	Anthrax LF inh2	BoNT-A LC inh2	Y pestis TopoI	SARS 3CLpro inh	BH1578 lux ind	PfHsp40 yeast	PriA SSB inh	PrPC TRFRET	TcdB inh
CC1CC(C)CN(C(=O)c2ccc3ncsc3c2)C1 (stereo not drawn)	2	0.7	-2	x	1.3	0.5	-12	4	0.1
O=C(O)c1ccc(N2C(=O)c3cccc(Oc4ccc(Cl)cc4)c3C2=O)cc1	1	-0.6	6	6	i	0.4	-2	2	0.3
O=C(/C=C/c1ccccc1[N+](=O)[O-])Nc1cccnc1	0	-0.2	-9	0	-1.7	0.0	6	-22	0.2
